HP1b chromo inh – HTS for Inhibitors of HP1-beta Chromodomain Interactions with Methylated Histone Tails. Chromobox protein homolog 1 (Homo sapiens), P83916. AlphaScreen HP1-beta / biotin-H3K9me3 peptide binding. Potency, µM (series often up to 114 µM), inactives show top-dose activity change, negative = inhibition, most hits filed as inhibitors. actives 0.56% (n = 390,000). AID 540317, 2011; note: nearly all actives have a fitted effect of over 70% in size; inactives centre near 23
Target sequence (P83916 whole entry, looked up): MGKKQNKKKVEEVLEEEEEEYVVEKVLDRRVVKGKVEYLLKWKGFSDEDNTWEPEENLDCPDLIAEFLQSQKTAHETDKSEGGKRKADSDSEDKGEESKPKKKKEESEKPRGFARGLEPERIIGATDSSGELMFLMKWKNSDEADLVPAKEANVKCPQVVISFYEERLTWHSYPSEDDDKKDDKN
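AlphaScreen: HP1-beta (50 nM) preformed 30 min with biotin-H3(1-18)K9me3 peptide (50 nM) in PBS pH 7.4, 0.01% Tween-20. Compound added for 30 min at RT, then streptavidin donor/nickel chelate acceptor beads (10 ug/mL) for 30 min.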
Pol iota inh – qHTS for Inhibitors of Polymerase Iota; Potency, µM (titrated, usually from 115 µM), for the others: at the top dose activity, negative = inhibition, hits mostly inhibitors; Pol iota fluorescent replication assay, 10 min; actives 1% (n = 390,000); DNA polymerase iota (Homo sapiens), Q9UNA4
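Fluorescent replication assay read twice, at 0 min and 10 min after adding 50 nM (final) substrate. Enzyme (10 nM) and compounds were first incubated 15 min at room temperature; enzyme-free buffer wells were negative controls.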
G9a block – qHTS Assay for Inhibitors of Histone Lysine Methyltransferase G9a | Histone-lysine N-methyltransferase EHMT2 (Homo sapiens), Q96KQ7 | G9a H3K9 monomethylation, AlphaScreen, 2 h | Potency, µM (highest dose often 102 µM), inactives show at the top dose activity, negative = inhibition, hits mostly inhibitors | actives 8.8% (n = 350,000) | AID 504332, 2011; note: % is set by controls: 0 for no effect and ±100 for the full control effect; nearly all actives have a fitted effect of over 75% in size
Target sequence (Q96KQ7 913-1193 limits assumed): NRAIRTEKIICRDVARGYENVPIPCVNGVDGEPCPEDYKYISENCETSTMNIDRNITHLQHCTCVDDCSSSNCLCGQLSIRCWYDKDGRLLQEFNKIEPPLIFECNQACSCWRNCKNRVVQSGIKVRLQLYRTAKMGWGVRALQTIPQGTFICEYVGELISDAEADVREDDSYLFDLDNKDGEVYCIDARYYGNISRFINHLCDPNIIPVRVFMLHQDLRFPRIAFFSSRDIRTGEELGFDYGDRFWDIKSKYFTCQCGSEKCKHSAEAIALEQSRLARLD
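Methyltransferase reactions run at room temperature for 2 h (20 nM enzyme, 500 nM biotin-H3K9 peptide, 20 uM SAM) after a 15 min compound preincubation; product detected by AlphaScreen beads and anti-H3K9me1 antibody.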
Pin1 inh – qHTS Assay to Find Inhibitors of Pin1; actives 0.009% (n = 390,000); Peptidyl-prolyl cis-trans isomerase NIMA-interacting 1 (Homo sapiens), Q13526; AID 504891, 2011; Pin1 FP peptide displacement, HiFluor488, 10 min; Potency, µM (titrated, usually from 115 µM), without a hit: top-dose activity, negative = inhibition, hits mostly inhibitors; active = well fitted inhibition curve with a large enough effect in the polarisation, with a control signal flat, not every such curve was filed as active; inconclusive = small, poorly fitted or top-dose-only effect, or effect the other way, or a change in a side signal; inactive = no such curve, though single readings can be large or run the other way; the % refers to the polarisation; note: % is set by controls: 0 for no effect and ±100 for the full control effect
Target sequence (Q13526 whole entry, looked up): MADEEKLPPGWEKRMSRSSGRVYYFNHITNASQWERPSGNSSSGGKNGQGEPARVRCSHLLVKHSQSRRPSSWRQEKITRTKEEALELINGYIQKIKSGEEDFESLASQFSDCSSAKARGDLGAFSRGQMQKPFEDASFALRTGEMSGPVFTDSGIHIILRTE
Tb PGK inh – qHTS Assay to Find Inhibitors of Phosphoglycerate Kinase; actives 0.043% (n = 380,000); Phosphoglycerate kinase, glycosomal (Trypanosoma brucei brucei), P07378; Potency, µM (top dose mostly 57.5 µM), for the others: at the top dose activity change, negative = inhibition, usual class: inhibitors; PGK/GAPDH coupled, Kinase-Glo luminescence, 60 min; AID 602233, 2012; note: % is set by controls: 0 for no effect and ±100 for the full control effect; nearly all actives have a fitted effect of over 60% in size
Target sequence (P07378 whole entry, looked up): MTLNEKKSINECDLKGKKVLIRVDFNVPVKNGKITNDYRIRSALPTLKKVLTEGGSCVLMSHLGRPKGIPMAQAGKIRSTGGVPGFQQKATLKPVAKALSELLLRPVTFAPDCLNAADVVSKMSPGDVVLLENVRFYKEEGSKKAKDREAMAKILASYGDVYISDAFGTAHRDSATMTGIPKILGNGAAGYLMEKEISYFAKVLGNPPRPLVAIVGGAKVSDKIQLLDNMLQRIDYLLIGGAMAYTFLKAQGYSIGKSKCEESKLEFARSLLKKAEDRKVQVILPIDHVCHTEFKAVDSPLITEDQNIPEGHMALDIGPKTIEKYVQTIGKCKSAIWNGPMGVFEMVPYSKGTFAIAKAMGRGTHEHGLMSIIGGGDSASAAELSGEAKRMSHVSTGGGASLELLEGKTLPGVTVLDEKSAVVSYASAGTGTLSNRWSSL
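Recombinant glycosomal PGK reaction used 1,3-bisphosphoglycerate generated in-well by GAPDH (100nM final) in 100mM TEA pH 7.6, 5mM MgCl2, 0.01% Tween-20. After 60 minutes at room temperature, ATP was read by Kinase-Glo Plus luminescence end-point.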
BLM inh – qHTS Assay for Inhibitors of Bloom's syndrome helicase (BLM); RecQ-like DNA helicase BLM (Homo sapiens), P54132; actives 0.2% (n = 350,000); Potency, µM (top dose mostly 56.1 µM), inactives show at the top dose activity change, negative = inhibition, actives largely listed as inhibitors; recombinant BLM DNA unwinding, fluorescence dequenching;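 note: plate controls were vehicle for no effect and no enzyme for full effect; nearly all actives have a fitted effect of over 35% in size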
GLS inhibitor – qHTS for Inhibitors of Glutaminase (GLS) | GLS enzymatic activity, qHTS titration | Potency, µM (titrated, usually from 45.5 µM), for inactives: at the highest dose activity change, negative = inhibition, actives largely listed as inhibitors | actives 0.21% (n = 410,000) | AID 624170, 2012; note: % is set by controls: 0 for no effect and ±100 for the full control effect
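Read-out is an Amplex red fluorescence increase coupled through glutamate oxidase and HRP, measured before and after 30 min room-temperature incubation. hKGA is in 45 mM KH2PO4 (pH 8.2) with 0.02% Tween-20; glutamine added as 1mM solution.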
BAZ2B inh – qHTS Assay for Inhibitors of BAZ2B; AlphaScreen BAZ2B-H3K14Ac peptide displacement; Potency, µM (highest dose often 114 µM), inactives show at the top dose activity change, negative = inhibition, hits mostly inhibitors; actives 4.4% (n = 360,000); note: % is set by controls: 0 for no effect and ±100 for the full control effect; nearly all actives have a fitted effect of over 60% in size
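In this displacement format the biotinylated H3(5-23) peptide acetylated at Lys14 serves as ligand at 50 nM, with BAZ2B at 50 nM in PBS pH 7.4 containing 0.01% Tween-20. Donor and acceptor beads are 10 ug/mL final.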
JMJD2A Tudor – qHTS Assay for Inhibitors of JMJD2A-Tudor Domain | Lysine-specific demethylase 4A (Homo sapiens), O75164 | AlphaScreen JMJD2A-Tudor / H3K4me3 peptide binding | Potency, µM (series often up to 114 µM), without a hit: at the highest dose activity change, negative = inhibition, most hits filed as inhibitors | actives 4.4% (n = 390,000); note: % is set by controls: 0 for no effect and ±100 for the full control effect; nearly all actives have a fitted effect of over 50% in size
* hit, by the source's call; i = inactive; u = inconclusive; x = not tested or not shown; & = joins results of further samples; ! = repeats disagree; [ ] = dose if it differs, or a comment. Unless noted, calls come from the whole dose curve; as a rule, active = well fitted curve in the direction sought with a large enough effect; inconclusive = small, poorly fitted or top-dose-only effect, or another doubt; inactive = no such curve, though single readings can be large; an effect the other way counts as inactive or inconclusive. Potency is the fitted concentration of half-maximal effect. Not all compounds are listed. The share of hits here may be higher or lower than overall.

SMILES	HP1b chromo inh	Pol iota inh	G9a block	Pin1 inh	Tb PGK inh	BLM inh	GLS inhibitor	BAZ2B inh	JMJD2A Tudor
COc1cc2c3c(c1OC)-c1cc(O)ccc1CC3NCC2 (stereo not drawn)	22%	-14%	-37%[12.7 µM]	-3%	-5%	-14%	45%[activator]	-36%	3%
COCCN1Cc2cc(=O)n3c([nH]c4ccccc43)c2C1=N	39%	113%[activator]	-50%	-1%	i	-1%	-18%	x	-23%
O=C(COc1ccccc1)N1CCN(CC(O)COc2ccccc2)CC1 (stereo not drawn)	28%	0%	14%[59 µM]	3%	i	-2%	11%	-10%	-17%
CCCCn1c(O)c(C(CC)=NCCN2CCCCC2)c(=O)[nH]c1=O	71%[activator]	19%	u	u	-9%	-5%	-20%	x	-11%
CCN1C[C@]2(C)CC[C@H](OC)[C@]34C2[C@H](OC(C)=O)[C@@]2(OCO[C@@]25C[C@H](OC)[C@H]2C[C@]3(O)C5[C@H]2OC)[C@@H]14	36%	20%	7%	-3%	2%	2%	27%	2%	-10%
CC12CCC3c4ccc(OP(=O)(N5CC5)N5CC5)cc4CCC3C1CCC2=O (stereo not drawn)	-2%[57 µM]	33%[activator]	x	1%	i	x	-14%	x	u
COc1ccc(OC)c(N2C(=O)NC(=O)C(CCc3ccncc3)(CCc3ccncc3)C2=O)c1	25%	-20%	u	-1%	4%	4%	-3%	2%	-10%
COP(=O)(OC)/C(C=O)=N/Nc1ccc([N+](=O)[O-])cc1	-1%	36%[activator]	-37%	0%	-10%	2%	5%	-33%	-21%
COc1cc(C(=S)N2CCOCC2)ccc1O	-13%	u	20µM*!	-4%	-7%	-1%&-3%	56%&0%[activator]	-1%	4%
CN1CCN(Cc2nc3ccccc3n2C)CC1	35%	31%[activator]	u	-13%	1%	1%	-2%	-3%	-3%
COc1ccc(C)cc1NC(=O)N(Cc1ccc2c(c1)OCO2)C1CCN(Cc2ccccc2)CC1	3%	4%	u	u	8%	-4%	-15%	u	u
CC1(C)CN2C(c3ccc(Cl)cc3)N2C1 (stereo not drawn)	12%	-5%	u	4%	-4%	-4%	6%	-4%	-9%
CS(=O)(=O)NNP(=O)(NNS(C)(=O)=O)NC(=O)c1ccccc1	31%	8%	56µM*	4%	1%	-1%	5%	-10%	6%
CN1C(=O)N(C)C(=O)C2(Sc3ccccc3C2=O)C1=O	8%	u	u	1%	x	0%	11%	-34%	u
O=C1NC(=O)N(Cc2ccccc2)C(=O)/C1=C\C=C\c1ccco1	u	16µM*	u	u	10%	u	u	u	u
CC(C)N(CCC(C(N)=O)(c1ccccc1)c1ccccn1)C(C)C (stereo not drawn)	72%&15%[activator]	0%	u	-14%&-3%	-4%&-10%	-1%&4%	-5%&3%	3%	-17%&-16%
CC(c1ccccc1)[n+]1ccccc1 (stereo not drawn)	31%	31%[activator]	-3%[2.33 µM]	1%	-3%	x	3%	-6%	-2%
CN1C(=O)/C(=C/C=C/c2ccco2)C(=O)NC1=S	11µM*	10µM*	2.8µM*	u	28µM*	57%[activator]	x	32µM*	u
O=C(c1ccccc1F)N1CCN(Cc2nc3sc4c(c3c(=O)[nH]2)CCCC4)CC1	1%	56%[activator]	u	0%	-7%	-1%	5%	-18%	-25%
O=c1c2ccccc2[nH]c(=S)n1-c1ccc2c(c1)OCO2	44%[activator]	15%	20%[59 µM]	-2%	-1%	0%	-4%	-5%	-2%
COc1cc(/C=N/NC(=O)Cn2c([N+](=O)[O-])cnc2C)ccc1OC(=O)N(C)C	17%	13%	0%[59 µM]	5%	x	-4%	7%	0%	-5%
Cc1ccc(-n2c(O)c(C=NCc3ccco3)c(=O)[nH]c2=S)cc1C	21%	20µM*	u	1%	i	u	0%	u	-25%
COc1ccccc1N1CCNCC1	34%	-4%[58.9 µM]	6%[59 µM]	-16%	-1%	0%&2%&-2%	26%&-9%	1%	-20%
N#CC(=C(O)c1ccc(S(=O)(=O)N(CCCl)CCCl)cc1)c1nc2ccccc2[nH]1	15%	-2%	x	3%	4%	x	6%	x	-8%
COc1ccc(C(=O)Nc2nnc(S(=O)(=O)N(CC(C)C)c3ccc(C)cc3)s2)cc1OC	103%[activator]	54%[activator]	0%[59 µM]	2%	8%	-2%	6%	86%[activator]	55%[activator]

(further entries)
SMILES	HP1b chromo inh	Pol iota inh	G9a block	Pin1 inh	Tb PGK inh	BLM inh	GLS inhibitor	BAZ2B inh	JMJD2A Tudor
O=c1[nH]c(N2CCN(Cc3ccc4c(c3)OCO4)CC2)nc2c1CCC2	40%[activator]	2%	1%[12.7 µM]	2%	-4%	-3%	-2%	4%	-12%
CCOC(=O)[C@]12Cc3cc(C)ccc3[C@H]1N(Cc1ccccc1)C(=O)c1ccccc12	7%	14%&15%	x	2%	-3%	x	9%	x	-32%
COc1ccc(-c2cc(=O)c3c(OC)c(OC)c(OC)cc3o2)cc1	32%	41%[activator]	-14%[59 µM]	-5%	-4%	-11%	2%	-5%	-11%
CCCC[n+]1cc(/N=C(\[O-])OC)on1	55%[activator]	2%	-3%[12.7 µM]	0%	6%	0%	10%	-10%	-16%
Cn1cc(C(=O)OCC(=O)NC2(C#N)CCCC2)c2ccccc21	41%[activator]	31%[activator]	-2%[2.33 µM]	-1%	-4%	x	0%	1%	9%
C[n+]1cccc(C(=O)N/N=C/c2ccc3c(c2)OCO3)c1	3%	-4%	u	-5%	-8%	-1%	-2%	50µM*	-4%
Cc1ccsc1C(=O)C1CCCN(Cc2sc(N(C)C)nc2Cl)C1 (stereo not drawn)	-21%	0%	17%[0.501 µM]	-11%	-1%	1%	3%	-25%	-32%
COc1ccc(C(O)(c2ccccc2)c2ccncc2)cc1 (stereo not drawn)	27%	13%	x	-6%	i	x	-10%	x	3%
CC(=NCC1CCCO1)c1c(O)n(-c2ccccc2C)c(=O)[nH]c1=O (stereo not drawn)	4%	-15%	-1%	-7%	i	0%	0%	1%	-10%
COCCO[C@H]1CCC2C3CC=C4C[C@@H](O)CC[C@]4(C)C3CC[C@@]21C (stereo partly drawn)	17%[57 µM]	17%	x	1%	i	x	-6%	x	-14%
CCCCCCn1c(=O)c(C(=O)Nc2ncccc2C)c(O)c2ccccc21	78%[activator]	3%	145%[activator]	4%	-1%	-9%	4%	11%	8%
CCCC[N+]12CCC(CC1)C(Cc1ccccc1)C2 (stereo not drawn)	24%	-11%	6%	0%	-5%	2%	0%	0%	8%
Cn1nnc2cc(NC(=O)Nc3cccc(Cl)c3)ccc21	32%	u	20%	26%	i	-4%	-10%	5%	-5%
CN1CCN(c2ccc([N+](=O)[O-])c(SCCO)c2)CC1	31%	121%[activator]	7%[12.7 µM]	0%	-5%	3%	-5%	-8%	0%
O=c1oc2ccccc2c(O)c1C(c1ccc([N+](=O)[O-])cc1)c1c(O)c2ccccc2oc1=O	1%	u	40µM*	x	-16%	-14%	u	56µM*	u
COc1ccc(CN2CCCCC2c2cccnc2)cc1C (stereo not drawn)	16%	-7%	7%[59 µM]	11%	6%	-2%	10%	u	-14%
CCCC12CN3CCN(CC(C3)/C1=N\NC(=O)c1ccncc1)C2	55%[activator]	30%[activator]	2%	-6%	-6%	-4%	-3%	0%	-14%
COc1ccccc1NC(=O)Oc1ccc(C(C)=O)cc1	47%[activator]	u	14%[0.501 µM]	-1%	i	-14%	-4%	-6%	1%
O=c1[nH]sc2cc(F)ccc12	u	93%[activator]	1.6µM*	-14%	6%	3%	7.9µM*	45µM*	22µM*
CC1C(=O)C(C)C(c2ccc(Cl)cc2)NC1c1ccc(Cl)cc1 (stereo not drawn)	64%[activator]	48%[activator]	x	0%	-7%	x	-4%	x	36%[activator]
C[C@@H]1O[C@@H](O[C@@H]2C=C3CC[C@@H]4C(CC[C@]5(C)[C@@H](c6ccc(=O)oc6)CC[C@]45O)[C@@]3(C)CC2)[C@H](O)[C@H](O)[C@H]1O (stereo partly drawn)	27%	u	6%[0.501 µM]	6%	-3%	x	4%	3%	-21%
CC(C)CS(=O)(=O)C1=NN2C(=N)/C(=C\c3ccc(OC(=O)c4ccco4)cc3)C(=O)N=C2S1	9%	14µM*	x	u	-14%	-8%	8%	u	-34%
COc1ccc(-c2ccc(OC)c(OC)c2OC)cc1	54%[activator]	15%	x	u	-1%	x	-19%	x	49%[activator]
CCN1C(=O)C(=Cc2c(C)n(CC(=O)NCC3CCCO3)c3ccccc23)C(=O)N(CC)C1=S (stereo not drawn)	-15%	1%	40µM*	u	0%	-3%	24%	u	u
Cc1ccccc1C1=NCC(=O)N(CC(=O)NCc2ccco2)c2sc3c(c21)CCCC3	-16%	5%	-16%[12.7 µM]	-8%	-3%	-11%	1%	-34%	89µM*

Record cards, as listed above. Order of values: HP1b chromo inh, Pol iota inh, G9a block, Pin1 inh, Tb PGK inh, BLM inh, GLS inhibitor, BAZ2B inh, JMJD2A Tudor
CCCCCCn1c(=O)c(C(=O)Nc2ncccc2C)c(O)c2ccccc21 is listed with 78%[activator], 3%, 145%[activator], 4%, -1%, -9%, 4%, 11%, 8%
COc1ccc(CN2CCCCC2c2cccnc2)cc1C (stereo not drawn) is listed with 16%, -7%, 7%[59 µM], 11%, 6%, -2%, 10%, u, -14%
CC1C(=O)C(C)C(c2ccc(Cl)cc2)NC1c1ccc(Cl)cc1 (stereo not drawn) is listed with 64%[activator], 48%[activator], x, 0%, -7%, x, -4%, x, 36%[activator]

Compound activity: PubChem BioAssay, National Center for Advancing Translational Sciences (NCATS)
